Assay outcomes as filed in PubChem.
RGS4 act = RGS4 potentiation or activation. B-score at 10 µM. 0.92% of 310,000 active. HEK293 M3R/inducible RGS4, carbachol calcium flux Fluo4; active compounds read low. AID 463111;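 active = B-score of the integrated calcium signal more than 4 SD below the library mean, with starting fluorescence not abnormally high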;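 note: negative B-score means reduced calcium response which marks RGS4 activation or potentiation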
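Detection: kinetic calcium fluorescence imaging with Fluo4-AM dye, 2 µM / Material: HEK293 cells with stable M3R and inducible RGS4 / Schedule: recording 10 s baseline at 1 Hz, 100 s post-agonist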
hERG protect = shields human hERG channel from block by proarrhythmic agents. Q12809. CHO-hERG, FluxOR thallium flux, dofetilide IC70 present. activation (rescue from dofetilide block), less the hit threshold, % at 10 µM. 0.51% of 310,000 active. AID 1511;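 active = activation above the mean of controls blocked by dofetilide plus 5 SD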;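 note: thallium influx through hERG after potassium depolarization seen as dye fluorescence rise; in these data hits start at about 4.7%; inactives centre near -7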
ANO1 activ = mouse TMEM16A channel activation, primary screen | B-score at 10 µM | 0.3% of 340,000 active | AID 623877 | HEK293 TMEM16A/YFP-H148Q/I152L, iodide quench fluorescence; active compounds read low | Q8BHY3;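 active = fluorescence-ratio B-score plate-corrected deviation score at least 3 library SD below zero, with starting fluorescence score within 5 deviations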;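 note: channel opened by trigger with iodide after compound preincubation; score built on the fluorescence ratio of max minus min over baseline; more negative score means more quench and so TMEM16A activation or potentiation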
KCNQ1 act = human KCNQ1 channel potentiation or activation. P51787. CHO-K1 KCNQ1, thallium flux FluxOR fluorescence; active compounds read high. B-score at 10 µM. 0.35% of 310,000 active;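 active = fluorescence ratio B-score, a plate-corrected score, at least three library SD, with initial intensity B-score within 5 SD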
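System: Stable KCNQ1 CHO-K1 line | Incubation: 90 min dye loading and 20 min compound exposure, both at room temperature | Measure: Ratio B score | Medium: Assay buffer for compound exposure, DMSO matched across wells | Compound dosing: Single-concentration screen | Probe or stimulus: K+/Tl+ depolarizing stimulus | Measured by: Kinetic FluxOR fluorescence, 10 s baseline plus 110 s post-stimulus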
KCNK9 block = inhibitors of human KCNK9 two-pore domain potassium channel; B-score at 10 µM; HEK293 KCNK9, FluxOR thallium flux fluorescence; active compounds read low; AID 488922; 1.2% of 310,000 active; Q9NPC2;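 active = ratio B-score over 3 SD below the library mean, with starting fluorescence within 5 SD of its mean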;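 note: negative B-score means less thallium flux so channel inhibition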
Target sequence (Q9NPC2 whole entry, looked up, the tested form may be a part): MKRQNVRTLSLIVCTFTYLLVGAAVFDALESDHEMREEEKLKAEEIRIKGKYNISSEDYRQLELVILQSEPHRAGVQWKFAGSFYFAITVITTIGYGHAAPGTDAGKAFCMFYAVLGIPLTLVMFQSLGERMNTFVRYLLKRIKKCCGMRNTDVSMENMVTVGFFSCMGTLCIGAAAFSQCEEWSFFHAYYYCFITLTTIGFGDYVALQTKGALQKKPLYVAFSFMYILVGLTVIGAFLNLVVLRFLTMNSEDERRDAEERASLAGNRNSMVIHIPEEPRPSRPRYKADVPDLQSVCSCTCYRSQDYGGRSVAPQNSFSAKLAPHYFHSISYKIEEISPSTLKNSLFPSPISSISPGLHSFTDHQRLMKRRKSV
KCNK3 inh = human KCNK3 channel inhibition, primary screen. O14649. CHO-KCNK3 thallium flux, FluxOR fluorescence; active compounds read low. B-score at 10 µM. 0.84% of 340,000 active. AID 602410;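 active = B-score under library mean minus 4 SD, starting fluorescence ratio at most library mean plus 5 SD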;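 note: more negative B-score means stronger inhibition of thallium flux through KCNK3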
Target sequence (O14649 whole entry, looked up): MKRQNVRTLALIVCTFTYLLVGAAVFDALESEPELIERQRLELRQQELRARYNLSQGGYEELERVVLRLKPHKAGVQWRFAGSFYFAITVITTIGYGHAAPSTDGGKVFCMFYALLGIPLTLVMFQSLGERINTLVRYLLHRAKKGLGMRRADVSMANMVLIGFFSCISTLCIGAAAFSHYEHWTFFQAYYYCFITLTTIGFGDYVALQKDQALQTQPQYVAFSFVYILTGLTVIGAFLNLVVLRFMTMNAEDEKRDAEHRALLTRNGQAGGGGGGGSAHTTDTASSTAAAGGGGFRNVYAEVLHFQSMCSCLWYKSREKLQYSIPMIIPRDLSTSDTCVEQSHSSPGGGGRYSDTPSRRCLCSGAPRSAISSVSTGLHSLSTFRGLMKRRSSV
SKKanGAS inh = blocks kanamycin growth of S. pyogenes SKKanGAS strain. inhibition, % at 7.5 µM. BacTiter-Glo, 6 h. 1.3% of 300,000 active;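 active = mean replicate score, as percent of positive control median, at least 50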;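 note: strain carries kanamycin resistance gene driven by streptokinase promoter and grows in 40 µg/ml kanamycin; loss of luminescence reflects streptokinase promoter inhibition or plain growth inhibition; 0% = median of DMSO wells and 100% = positive control at its reference dose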
RGS4 inh = human RGS4 inhibition; P49798; HEK293 M3R/RGS4 inducible, Fluo-4 calcium flux; active compounds read high; triggered by carbachol at its EC20; B-score at 10 µM; 0.45% of 310,000 active;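 active = B-score, a plate-corrected calcium signal, over three deviations above library mean, with baseline fluorescence within five deviations of library mean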;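 note: RGS4 expression induced by doxycycline in cells with stable M3 receptor; B-score is computed from the integrated fluorescence ratio over baseline after carbachol; higher B-score means a larger calcium signal and so more RGS4 inhibition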
Target sequence (P49798 whole entry, looked up): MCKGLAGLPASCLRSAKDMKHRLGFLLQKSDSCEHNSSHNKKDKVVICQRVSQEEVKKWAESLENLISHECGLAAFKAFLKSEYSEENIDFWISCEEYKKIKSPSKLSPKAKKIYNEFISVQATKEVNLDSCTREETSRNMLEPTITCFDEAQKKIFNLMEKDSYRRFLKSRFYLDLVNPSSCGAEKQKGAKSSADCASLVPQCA
KCNQ1 inh = human KCNQ1 channel inhibition | 1.3% of 310,000 active | AID 2642 | P51787 | CHO-K1 KCNQ1, FluxOR thallium flux fluorescence; active compounds read high | B-score at 10 µM;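 active = compounds whose thallium flux B-score, printed positive for inhibition, exceeds three library SD while starting fluorescence stays within three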;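 note: channel opened by potassium depolarization with thallium stimulus after 20 min compound exposure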
HDAC3 inh = blocks human histone deacetylase 3; O15379; recombinant HDAC3, fluorogenic peptide/trypsin coupled, fluorescence; inhibition, % at 8.3 µM; 0.15% of 320,000 active; AID 2718; in the data active = inhibition above about 26%, passing the limit was not always enough
TMEM16A inh = blocks the mouse calcium-activated chloride channel TMEM16A. normalized B-score (activity score, 25-100; higher = stronger inhibition) at 10 µM. 1.2% of 310,000 active. Q8BHY3. HEK293 TMEM16A/YFP iodide influx fluorescence, ionomycin;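 active = ratio plate-corrected score three or more library SD toward inhibition, starting fluorescence score within five deviations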;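 note: score derived from kinetic fluorescence span divided by baseline fluorescence per well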
Numbers without * were called inactive; i = inactive; . = not tested or not shown.

SMILES,RGS4 act,hERG protect,ANO1 activ,KCNQ1 act,KCNK9 block,KCNK3 inh,SKKanGAS inh,RGS4 inh,KCNQ1 inh,HDAC3 inh,TMEM16A inh
C/C(=C\C(=O)c1ccc(Cl)cc1)NCc1ccc2c(c1)OCO2,i,-6.2,i,i,i,-9.76*,1.0,i,i,2.8,i
COC(=O)c1ccccc1NC(=O)CSc1ncn[nH]1,i,-11.1,i,i,i,i,-5.3,i,i,7.1,i
COc1cc(/C=N/NC(=O)c2ccc3c(c2)OCCO3)cc(Cl)c1O,i,-12.0,i,i,i,i,3.8,i,i,-31.4,i
O=C(NCCCN1CCOCC1)C1Nc2ccc(OC(F)(F)F)cc2C2C=CCC12 (stereo not given),i,-1.8,i,i,i,i,-1.8,i,i,-7.3,i
Cc1cc(C(=O)Nc2ccc(S(=O)(=O)N3CCOCC3)cc2)ccc1[N+](=O)[O-],i,-4.5,i,i,i,i,-5.1,i,i,8.5,i
c1ccc(-c2nnc(SCC3CCCO3)nc2-c2ccccc2)cc1 (stereo not given),i,-12.7,i,i,i,i,-7.4,i,i,9.3,i
O=C(NCC1CC1)c1cc(-c2ccccc2)nn1CC1CC(c2cccnc2)=NO1 (stereo not given),i,-6.7,i,i,i,i,-0.6,i,i,9.1,i
COc1ccccc1NC(=O)CSCc1nc2ccccc2[nH]1,i,-18.0,i,i,i,i,6.0,i,i,.,i
CCC(NC(=O)N(Cc1ccccc1)Cc1ccc2c(c1)OCO2)(C(F)(F)F)C(F)(F)F,i,-13.1,i,i,i,i,-3.4,i,i,0.1,i
CC(=O)c1cccc(NC(=O)CCC(=O)Oc2ccc(C)cc2)c1,i,-16.0,i,i,i,i,2.0,i,i,-0.1,i
COCCn1c(C)cc(C(=O)COC(=O)c2cc3c(s2)CCC3)c1C,i,2.7,i,i,i,i,7.7,i,i,-4.3,i
CCN1CCC(N2CCN(c3ccc(Cl)cc3)CC2)CC1,i,-9.7,.,i,i,.,3.8,i,i,-1.6,i
CCC(CC)CN1CCN=C1N(C)C,i,-4.8,i,i,i,i,0.3,i,i,-7.1,i
O=C(CSc1ccc(Cl)cc1)NN=C1CCCCCC1,i,-4.9,i,i,i,i,5.1,i,i,-7.3,i
CC[C@@H](C)[C@H](NS(=O)(=O)c1ccc(C)cc1)C(=O)N1CCC(C(=O)NCC(=O)O)CC1,i,-8.6,i,i,i,i,1.7,i,i,2.5,i
CC(NCc1ccc(S(N)(=O)=O)cc1)C(=O)N1c2ccccc2CC1C (stereo not given),i,-8.5,i,i,i,i,-5.0,i,i,-1.6,i
Cc1ccnc(NS(=O)(=O)c2ccc(NC(=O)c3ccc(S(=O)(=O)N(C)C)cc3)cc2)n1,i,-9.2,i,i,i,i,-2.3,i,i,3.3,i
CN(CC(=O)NCc1ccco1)S(=O)(=O)c1ccc2c(c1)n(C)c(=O)c(=O)n2C,i,-11.7,i,i,i,i,-3.8,i,i,2.5,i
COc1ccc(Nc2nc(N3CCCC3)c3ccccc3n2)cc1,i,-8.1,i,i,i,i,-4.3,i,i,-2.5,i
COc1cccc(NC(=O)C(=O)NCC(c2ccco2)N2CCc3ccccc3C2)c1 (stereo not given),i,-8.8,i,i,i,i,19.9,i,i,14.1,i
COC(=O)Cc1ccc(NC(=S)N2CCN(C)CC2)cc1,i,-2.7,i,i,i,i,-11.3,i,i,-0.9,i
COCCCNC(=O)c1ccccc1NS(=O)(=O)c1ccc(C)cc1,i,-6.7,i,i,i,i,-4.6,i,i,6.2,i
CCSc1cc(C)nc2ncnn12,i,-5.8,-19.4*,i,i,i,-1.9,i,i,-0.4,i
CC(C)[C@H](N)c1nnc2n1N=C(c1ccc(Cl)cc1)CS2,i,-9.6,i,i,i,i,1.0,i,i,-0.8,i
O=C(NNc1ncnc2c1cnn2-c1cccc(Cl)c1)c1ccco1,i,-6.6,i,i,i,i,-1.3,i,i,-3.1,i
O=C(CCc1ccccc1)NC(=S)Nc1ccccc1Br,i,5.0*,i,i,i,i,-9.1,i,i,2.8,i
CNC(=S)N/N=C(\C)c1ccc(C(C)(C)C)cc1,i,-9.8,i,i,i,i,-13.6,i,i,14.7,i
CCOc1cc(/C=N/NC(=O)c2ccc(O)cc2)ccc1Oc1nc(Cl)ncc1F,i,-2.5,i,i,-7.77*,i,6.6,i,i,5.3,i
CC1Cc2ccccc2N1C(=O)c1cnc2ccccn2c1=O (stereo not given),i,-8.7,i,i,i,i,-4.7,i,i,9.3,i
Cc1ccc(C(=O)Nc2cccc(-c3ccc(N4CCOCC4)nn3)c2)cc1[N+](=O)[O-],i,-5.6,i,i,i,i,4.9,i,i,4.3,i
O=C(CN(CC1CCCO1)C(=O)CCC(=O)Nc1nccs1)NCc1ccccc1 (stereo not given),i,-7.3,i,i,i,i,-0.4,i,i,2.0,i
CCOc1ccc(NC(=O)[C@@H]2CCC(=O)N2C2OC(=O)c3ccccc32)cc1 (stereo not given in full),i,-2.6,i,i,i,i,-3.4,i,i,3.1,i
CCC(=O)NC(c1ccc(OC)cc1)c1c(O)ccc2ccccc12 (stereo not given),i,-12.5,i,i,i,i,-0.7,i,i,-9.3,i
COc1ccccc1CNc1nc2nc3c(c(=O)n2[nH]1)CCC3,i,-9.4,i,i,i,i,-3.1,i,i,-0.1,i
C[C@@]12CCC=C[C@H]1[C@H](c1ccc(C(F)(F)F)cc1)N(Cc1ccccc1)C2=O,i,-16.5,i,i,i,i,43.9,i,i,19.7,i
CC1CCCCN1S(=O)(=O)c1ccc(C(=O)N(CCCN(C)C)c2nc3ccc(Br)cc3s2)cc1 (stereo not given),i,-28.2,i,i,i,i,15.4,i,i,.,i
CCCn1c2ccccc2c2cnn(CC(=O)NCCOC)c(=O)c21,i,-4.7,i,i,i,i,-2.1,i,i,-1.7,i
OCCN(CC#CC(O)(c1ccccc1)c1ccccc1)CCO,i,-11.4,i,i,i,i,-1.6,i,i,-0.2,i
O=S(=O)(c1ccccc1)N1CCN(CCO)CC1,i,-11.6,i,i,i,i,-0.6,i,i,-2.8,i
Cc1ccc(C(=O)NNC(=O)CSc2nnc(CNc3ccc(F)cc3)n2C)cc1,i,-6.3,.,i,i,.,-0.6,i,i,-0.9,i

Three compounds picked at random from the list so far, as already listed:
SMILES,RGS4 act,hERG protect,ANO1 activ,KCNQ1 act,KCNK9 block,KCNK3 inh,SKKanGAS inh,RGS4 inh,KCNQ1 inh,HDAC3 inh,TMEM16A inh
CC(C)[C@H](N)c1nnc2n1N=C(c1ccc(Cl)cc1)CS2,i,-9.6,i,i,i,i,1.0,i,i,-0.8,i
CCCn1c2ccccc2c2cnn(CC(=O)NCCOC)c(=O)c21,i,-4.7,i,i,i,i,-2.1,i,i,-1.7,i
CCN1CCC(N2CCN(c3ccc(Cl)cc3)CC2)CC1,i,-9.7,.,i,i,.,3.8,i,i,-1.6,i

Continuation:
SMILES,RGS4 act,hERG protect,ANO1 activ,KCNQ1 act,KCNK9 block,KCNK3 inh,SKKanGAS inh,RGS4 inh,KCNQ1 inh,HDAC3 inh,TMEM16A inh
Cc1c(NC(=O)C(=O)/C=C(/O)c2ccccc2)c(=O)n(-c2ccccc2)n1C,i,-9.1,i,i,i,i,0.9,i,i,2.5,i
Cc1nc(NCc2ccco2)c(C#N)c2c1COC(C)(C)C2,i,-4.7,i,i,i,i,2.9,i,i,-8.8,i
CCN1CCc2nc3sc(C(=O)Nc4cccnc4Cl)c(N)c3cc2C1,i,-10.8,i,i,i,i,8.8,i,i,.,i
Cc1cc2cc(CN(Cc3cccs3)Cc3nnnn3CC3CCCO3)c(=O)[nH]c2cc1C (stereo not given),i,-16.2,i,i,i,i,19.4,i,i,1.8,i
CCC(CC)C(=O)Nc1c2cnn(-c3ccccc3)c2nc(=O)n1-c1ccccc1,i,-1.3,i,i,i,i,15.0,i,i,0.9,i
CCOC(=O)N1CCC(NS(=O)(=O)c2ccc3c(c2)C(C)(C)C(=O)N3C)CC1,i,-12.1,i,i,i,i,-2.2,i,i,2.0,i
CC(=O)c1cccc(NC(=O)C2(c3ccccc3)CC2(Cl)Cl)c1 (stereo not given),i,-11.7,i,i,i,i,0.3,i,i,8.8,i
Cc1ccc(N(CC(=O)NC2CCCC2)C(=O)c2ccc(C)s2)cc1,i,-18.2,i,i,i,i,5.2,i,i,0.6,i
Cc1cc2c(SCC(=O)NC3CCCC3)ncnc2s1,i,-6.7,i,i,i,i,-1.2,i,i,0.3,i
CC(=O)c1cccc(NC(=O)Nc2csc3c2CCCC3)c1,i,-6.1,i,i,i,i,8.4,i,i,-8.9,i
CCn1c2ccccc2c2cc(CN3CCN(Cc4cc(OC)ccc4O)CC3)ccc21,i,-39.3,i,i,i,i,-11.2,i,i,10.1,i
O=C(Nc1ccccn1)c1onc2c1CCCC2,i,-0.5,i,i,i,i,11.3,i,i,0.5,i

Part of the list above, reduced to TMEM16A inh, SKKanGAS inh and KCNK3 inh:
| mol | TMEM16A inh | SKKanGAS inh | KCNK3 inh |
| --- | --- | --- | --- |
| CCC(CC)C(=O)Nc1c2cnn(-c3ccccc3)c2nc(=O)n1-c1ccccc1 | i | 15.0 | i |
| O=C(Nc1ccccn1)c1onc2c1CCCC2 | i | 11.3 | i |
| COc1ccc(Nc2nc(N3CCCC3)c3ccccc3n2)cc1 | i | -4.3 | i |
| Cc1cc2c(SCC(=O)NC3CCCC3)ncnc2s1 | i | -1.2 | i |

An unsorted share of the library. About 6.3% of those tested had a hit in this group.
